NSD2 HMT inh: blocks human histone methyltransferase NSD2; O96028; NSD2 peptide methylation, AlphaScreen, 120 min; inhibition, % at 12.5 µM; 310,000 compounds, 0.54% hits; AID 743445; in the data active = inhibition above about 50%
Target sequence (O96028 whole entry, looked up): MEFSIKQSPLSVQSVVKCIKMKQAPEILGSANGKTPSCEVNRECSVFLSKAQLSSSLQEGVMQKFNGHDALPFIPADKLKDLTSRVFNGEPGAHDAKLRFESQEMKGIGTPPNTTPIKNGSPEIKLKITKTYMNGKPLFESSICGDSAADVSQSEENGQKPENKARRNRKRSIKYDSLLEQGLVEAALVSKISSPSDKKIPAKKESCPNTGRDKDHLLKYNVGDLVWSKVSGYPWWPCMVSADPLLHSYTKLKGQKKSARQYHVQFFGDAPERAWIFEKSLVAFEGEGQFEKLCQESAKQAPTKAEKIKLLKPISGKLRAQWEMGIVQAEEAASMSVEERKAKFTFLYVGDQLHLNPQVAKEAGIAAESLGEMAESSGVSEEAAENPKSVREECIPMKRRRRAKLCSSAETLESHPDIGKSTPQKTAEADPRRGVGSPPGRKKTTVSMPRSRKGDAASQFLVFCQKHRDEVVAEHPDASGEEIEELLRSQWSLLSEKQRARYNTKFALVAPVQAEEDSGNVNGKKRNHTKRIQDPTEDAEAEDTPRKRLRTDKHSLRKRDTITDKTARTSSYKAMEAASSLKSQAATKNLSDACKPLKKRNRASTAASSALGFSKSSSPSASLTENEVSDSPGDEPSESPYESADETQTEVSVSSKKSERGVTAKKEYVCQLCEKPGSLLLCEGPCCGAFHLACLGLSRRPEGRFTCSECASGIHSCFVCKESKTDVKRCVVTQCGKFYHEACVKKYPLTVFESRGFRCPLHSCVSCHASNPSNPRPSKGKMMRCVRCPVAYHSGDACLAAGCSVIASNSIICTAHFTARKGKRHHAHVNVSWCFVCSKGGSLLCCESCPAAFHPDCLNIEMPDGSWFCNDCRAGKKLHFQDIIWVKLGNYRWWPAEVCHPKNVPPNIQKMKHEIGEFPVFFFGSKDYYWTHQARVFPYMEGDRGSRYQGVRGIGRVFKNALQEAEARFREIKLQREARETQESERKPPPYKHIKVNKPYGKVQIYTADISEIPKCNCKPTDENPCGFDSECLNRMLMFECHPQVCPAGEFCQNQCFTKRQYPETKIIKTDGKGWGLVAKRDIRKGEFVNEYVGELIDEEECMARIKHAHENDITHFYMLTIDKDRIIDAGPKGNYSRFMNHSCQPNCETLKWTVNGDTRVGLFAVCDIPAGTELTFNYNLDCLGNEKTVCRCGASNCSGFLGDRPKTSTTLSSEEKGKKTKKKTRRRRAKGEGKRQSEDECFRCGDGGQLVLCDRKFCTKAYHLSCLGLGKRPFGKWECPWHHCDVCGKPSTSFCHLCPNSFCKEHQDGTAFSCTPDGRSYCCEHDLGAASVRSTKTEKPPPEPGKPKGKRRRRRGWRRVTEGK
* marks the source's active call; other numbers are inactive results. Not all compounds are listed; rates above refer to the full screens.

molecule	NSD2 HMT inh
COc1ccc(F)cc1-c1cc(NC=O)c2ncc(-c3cccc(C(=O)N(C)C)c3)n2c1	4
CS(=O)(=O)N(CC(=O)N1CCCC1)c1cccc(C(F)(F)F)c1	2
CCOc1ccc(-c2nnc(NC(=O)COc3ccccc3F)o2)cc1	-1
COc1ccc(-c2cncnc2N)cc1OC	-6
Cc1cc(O)ccc1Nc1cc(-c2cccc(N)c2)ncn1	-2
CC(=O)NC(c1ccc(F)c(F)c1)c1nc(-c2ccncc2)cs1 (stereo not drawn)	-1
Cc1cccc(S(=O)(=O)NC(=O)C2(C)CCN2C(=O)CCc2ccccc2)c1 (stereo not drawn)	-7
N#Cc1ccc(Nc2nc(NCc3ccccc3)nc3ccsc23)cc1	-4
COc1cc2c(cc1OC)C(c1c(Cl)cccc1Cl)=NCC2	-1
COc1cccc(-c2cnc3c(NC(C)=O)cc(-c4cc(F)ccc4OC)cn23)c1	-2
O=NN(CC(=O)NN=CC=Cc1ccccc1)CC(=O)NN=CC=Cc1ccccc1	4
CC1(C(=O)NS(=O)(=O)C2CC2)CCCN(C(=O)c2cccc(C(F)(F)F)c2)C1 (stereo not drawn)	-4
CCc1nc2ccc(C(=O)Nc3cccc(NS(C)(=O)=O)c3)cn2c1N(C)Cc1nccn1C	-6
COc1ccccc1CNC(=O)C1(C)CCN1C(=O)Cc1ccc(-c2ccccc2)cc1 (stereo not drawn)	0
Cc1ccc(S(=O)(=O)N2CCC(C(=O)OCC(=O)N3C(C)CCCC3C)CC2)cc1C (stereo not drawn)	-1
COc1cc(-c2cnc3c(NC(C)=O)cc(-c4ccc(N5CCN(C)CC5)cc4)cn23)cc(OC)c1OC	9
CNC(=O)[C@@H](NC(=O)[C@H](CC(C)C)[C@H](O)C(=O)NO)C(C)(C)C	24
COc1ccc(CN(CCN2CCOCC2)C(=O)c2cc(F)cc(F)c2)cc1OC	-4
CC(=O)N1CCc2cc(S(=O)(=O)NCCC(=O)NCc3ccccc3)ccc21	-4
CCOC(=O)c1csc(NC(=O)C2CCCN(S(=O)(=O)c3ccc(C)cc3)C2)n1 (stereo not drawn)	-1
Cc1nc2ccccn2c1P(=O)(c1ccccc1)c1ccccc1	-3
COc1cccc2cc(-c3ccnc(=S)[nH]3)oc12	7
CN1C(C)(C)CC(O)(C(=O)O)CC1(C)C	0
OC(c1ccc(Cl)c(F)c1)c1ncc(-c2cccc3ccccc23)[nH]1 (stereo not drawn)	3
Cc1cccc(-c2cnc(C(O)c3ccc(Cl)cc3C)[nH]2)c1 (stereo not drawn)	4
Cc1ccccc1OCC(=O)OCC(=O)NC12CC3CC(CC(C3)C1)C2	-2
CN(CC(=O)Nc1cccc(Cl)c1)S(=O)(=O)/C=C/c1ccccc1	-3
CCc1c(-c2ccccc2)ncn1Cc1cccc(-c2ccccc2)c1	3
O=C(NCC1COCCO1)C1CCN(S(=O)(=O)c2ccc(Br)s2)CC1 (stereo not drawn)	-1
CC1(C(=O)NS(=O)(=O)c2cccs2)CCN1C(=O)CC1CCCCC1 (stereo not drawn)	0

2 records picked at random from the list so far, as already listed:
molecule	NSD2 HMT inh
N#Cc1ccc(Nc2nc(NCc3ccccc3)nc3ccsc23)cc1	-4
CCOc1ccc(-c2nnc(NC(=O)COc3ccccc3F)o2)cc1	-1

The main list resumes, starting 7 compounds before the break.
molecule	NSD2 HMT inh
OC(c1ccc(Cl)c(F)c1)c1ncc(-c2cccc3ccccc23)[nH]1 (stereo not drawn)	3
Cc1cccc(-c2cnc(C(O)c3ccc(Cl)cc3C)[nH]2)c1 (stereo not drawn)	4
Cc1ccccc1OCC(=O)OCC(=O)NC12CC3CC(CC(C3)C1)C2	-2
CN(CC(=O)Nc1cccc(Cl)c1)S(=O)(=O)/C=C/c1ccccc1	-3
CCc1c(-c2ccccc2)ncn1Cc1cccc(-c2ccccc2)c1	3
O=C(NCC1COCCO1)C1CCN(S(=O)(=O)c2ccc(Br)s2)CC1 (stereo not drawn)	-1
CC1(C(=O)NS(=O)(=O)c2cccs2)CCN1C(=O)CC1CCCCC1 (stereo not drawn)	0
COC(=O)[C@]12C[C@H](CC(=O)NCC3CCCCC3)C(=O)N(Cc3ccc4c(c3)OCO4)C1=C[C@H](COCc1ccccc1)O[C@@H]2C	-1
O=C(c1ccc2c(c1)OCO2)c1ccc[nH]1	1
COc1ccc(S(=O)(=O)NC(=O)C2(C)CCN2C(=O)Cc2ccc(-c3ccccc3)cc2)cc1 (stereo not drawn)	-6
Cc1ccc(CC#N)c(-c2c(CC#N)ccc(C)c2C)c1C	-4
COCCNC(=O)C1(C)CCCN(C(=O)c2ccc(-c3ccccc3)cc2)C1 (stereo not drawn)	1
COc1ccccc1-c1cnc(C(O)c2ccc(CN3CCCCC3)cc2)[nH]1 (stereo not drawn)	2
C(=Cc1cnc2ccccc2n1)c1ccc2c(c1)OCO2	-2
Nc1cc(N)cc(Cc2ccccc2)c1	11
CCN(CC)CCN(Cc1cc2cc3c(cc2[nH]c1=O)OCCO3)C(=S)NCCOC	37
CC1(C(=O)NS(=O)(=O)c2ccccc2)CCN1C(=O)c1ccc(C2CCCCC2)cc1 (stereo not drawn)	1
O=C(NCc1ccccc1)c1cccc2c(-c3ccc(F)c(F)c3)coc12	-1
COc1ccc(NC(=O)C2CC(=O)N(c3ccc(C)cc3)C2)cc1S(=O)(=O)N1CCCCC1 (stereo not drawn)	-1
COCCCNc1c2c(nc3ccccc13)CCC2	0
OC[C@@H]1CN(Cc2ccc(Cl)cc2)C[C@H](n2cnc3c(NCc4ccncc4)ncnc32)O1	1
CC(=O)Nc1cccc(-c2ccnc3c2CC(C)(C(=O)NCc2ccco2)O3)c1 (stereo not drawn)	0
Cc1[nH]c(=O)[nH]c(=O)c1CCSSCCc1c(C)[nH]c(=O)[nH]c1=O	-1
NC(=S)NN=Cc1c[nH]c2nccnc12	0
COc1ccc(CSC2=C(C#N)C(=O)NC3(CCCCC3)S2)cc1	7
O=C(NCc1cccs1)c1csc([C@H]2C[C@H](O)[C@@H](CO)O2)n1	-1
Cc1[nH]c2ccccc2c1C(=O)C(=O)NCc1nnnn1-c1ccc(F)cc1	0
Cc1ccc(NC(=O)CSc2nnc3n2CCCCC3)cc1S(=O)(=O)N1CCOCC1	-2
CCOC(=O)C1(Cc2ccccc2)CCN(Cc2ccc(C(F)(F)F)cc2)CC1	-8
CC(C)(C)c1cc(CNC(=O)C2CCC(=O)N(Cc3ccccc3F)C2)[nH]n1 (stereo not drawn)	0
Cc1ccc([N+](=O)[O-])c(NC(=O)COC(=O)CCNS(=O)(=O)c2cccs2)c1C	0
Cc1ccc(-n2c(COc3ccccc3)nnc2SCC(=O)Nc2ccccc2-c2ccccc2)cc1	2
O=C(O)C1c2ccccc2Cc2ccccc21	2
COc1ccc(C(=O)OCC(=O)N2c3ccccc3CC2C)cc1S(=O)(=O)N1CCOCC1 (stereo not drawn)	-3
O=C(NCc1ccncc1)c1ccc2nc([C@@H]3O[C@H](CO)[C@H](O)[C@H](O)[C@H]3O)[nH]c2c1	-4
N#CCCC(C#N)(c1cccnc1)N1CCOCC1 (stereo not drawn)	-10
N#Cc1ccc(C(=O)N2CCCCC2c2cc(C(=O)Nc3ccccc3Cl)no2)cc1 (stereo not drawn)	-2
CCOC(=O)C1(C)CCCN(C(=O)c2ccc3c(c2)CCO3)C1 (stereo not drawn)	6
CCCCN(C=O)c1c(CC)nc2c(OCCOc3ccccc3)cccn12	2
CCOC(=O)c1csc(CCNC(=O)c2ccccc2)n1	-8
Cc1nn(-c2ccccc2)nc1C(=O)Nc1ccccc1C(=O)NCC1CC1	1
COc1c(Cl)cc(C(=O)Nc2cccnc2)cc1Cl	-4
CSc1nc(N)n2nc(C)cc2n1	22
OC[C@@H]1CN(Cc2cccc(C(F)(F)F)c2)C[C@H](n2cnc3c(NC4CC4)ncnc32)O1	-2
NC(=O)C1CCN(c2nc(-c3ccc4c(c3)CCO4)cs2)CC1	1
Cc1ccc(C(=O)Nc2ccc(NC(=O)c3ccccc3Cl)c(C)c2)cc1	-2
COc1ccc(CCn2nnc3ccccc3c2=O)cc1OC	-2
CN(CC(=O)Nc1ccc(Cl)cc1)CC(=O)Nc1sc2c(c1C(N)=O)CCC2	2
Cc1ccc(NS(=O)(=O)c2ccc(-n3cccn3)cc2)cc1Cl	-6
O=C(NCC1CCN(C(=O)C(=O)c2cccs2)CC1)c1cccnc1	-3
CCn1c2ccccc2c2cc(C=NNC(=O)c3ccoc3C)ccc21	-7
COc1ccc(NC(=O)C2(C)Cc3c(-c4cccc(C(N)=O)c4)ccnc3O2)cc1OC (stereo not drawn)	-1
Cc1ccc(OCCC(=O)OCC(=O)NC2CCCCC2)cc1	3
COc1ccc(N2CC(C(=O)Nc3nnc(SCC(=O)Nc4ccc(NC(C)=O)cc4)s3)CC2=O)cc1 (stereo not drawn)	-5
COc1cc(-c2coc3c(C(=O)NCc4ccc(C(F)(F)F)cc4)cccc23)ccc1O	1
CCCC(=O)N1CCC1(C)C(=O)Nc1ccc2scnc2c1 (stereo not drawn)	4
C=CCNc1ncnc2c1ncn2[C@H]1CN(Cc2cccc3ccccc23)C[C@@H](CO)O1	3
CCNC(=O)C1(C)CCCN(C(=O)c2nc(C)oc2C)C1 (stereo not drawn)	-1
CCOc1ccc(NC(=O)COc2cccc3cccnc23)cc1S(=O)(=O)N1CCCC1	-1
Cc1ccc(S(=O)(=O)NCC(=O)NCC(=O)NCCc2ccc(Cl)cc2)cc1C	-2
O=C(CSc1ncnc2scc(-c3ccc(Cl)cc3)c12)Nc1ccccc1-c1ccccc1	-3
S=C(Nc1cc(Cl)cc(Cl)c1)NC(c1ccccc1)c1ccccc1	-3
O=C(NC1CC1)c1ccc2sc([C@@H]3O[C@H](CO)[C@H](O)[C@H](O)[C@H]3O)nc2c1	8
O=C(CSc1nc2ccccc2c(=O)n1-c1ccccc1)Nc1ccc2c(c1)CCC2	-2
CSc1ccc(CN2CCC(C)(Oc3ccc(C(C)=O)cc3)C2)cc1 (stereo not drawn)	9
Cc1ccc(C2c3c(n[nH]c3C(C)C)C(=O)N2c2ccccc2)cc1 (stereo not drawn)	-1
Cc1cccc(NC(=O)Cn2nnc(-c3ccccc3F)n2)c1C	-2

Further records follow.
smiles	NSD2 HMT inh
CCc1nc2c(OCc3ccc(C(F)(F)F)cc3)cccn2c1N(C)C(=O)c1ccc(OC)cc1	2
CC(=O)NC(c1cccc(F)c1)c1nc(-c2cc3ccccc3o2)cs1 (stereo not drawn)	-2
O=C(NCCC(F)(F)F)C1Cc2c(-c3ccc(Cl)cc3)ccnc2O1 (stereo not drawn)	-1
c1ccc(CSc2ncccc2-c2nc3ccccc3[nH]2)cc1	-4
O=C(Nc1cccc(Oc2ccccc2)c1)C1Cc2c(-c3ccccc3)ccnc2O1 (stereo not drawn)	-5
Cc1ccc2c(c1)sc1nncn12	0
CCOC(=O)c1ccc(NC(=S)P(=O)(c2ccccc2)c2ccccc2)cc1	5
Cn1c(NCc2ccccc2F)nc2cc(-c3ccccc3)sc2c1=O	2
ON=C1CCC2CCCCC2C1 (stereo not drawn)	-2
CCCS(=O)(=O)NC(=O)C1(C)CCN(C(=O)Cc2ccc(F)cc2)C1 (stereo not drawn)	-5
CC(C)(C)c1ccc(S(=O)(=O)NC(=O)C2(C)CCN2C(=O)CC2CCCC2)cc1 (stereo not drawn)	-6
CN(C)CCCNC(=O)c1cccc(-c2ccc3nccn3c2)c1	4
Cc1sc(N=Nc2ccc(N(C)C)cc2)[n+]([O-])c1C	8
O=C(CCCCCN1C(=O)C2C3C=CC(C3)C2C1=O)Nc1ccccc1 (stereo not drawn)	-10
COc1ccc(NC(=O)Nc2nc(C(N)C3CCCCC3)cs2)cc1 (stereo not drawn)	7
O=C(O)CC1(C(=O)O)CC2C=CC1C2 (stereo not drawn)	0
CC(=O)c1cccc(-c2ccnc3c2CC(C(=O)Nc2ccc(C(C)C)cc2)O3)c1 (stereo not drawn)	7
Cn1c(Cc2cccs2)nnc1SCC(=O)Nc1ccc(OCc2ccccc2)cc1	-2
O=C(CSc1nc2ccccc2nc1N1CCCC1)N1CCN(c2cccc(C(F)(F)F)c2)CC1	-9
CC(Oc1ccc(F)cc1)C(=O)Nc1cccc(S(=O)(=O)N(C)c2ccccc2)c1 (stereo not drawn)	-1
COc1cc(Nc2ccn3nccc3n2)cc(OC)c1OC	0
CC(C)NC(=O)C1Cc2c(-c3ccc4c(c3)OCO4)ccnc2O1 (stereo not drawn)	-1
CC(C)=CCCC1=CC[C@H]2[C@@H](C1)C(C(C)C)=CC(=O)[C@@]2(C)O	2
CC12CCC(CC1O)C2C(=O)O (stereo not drawn)	-1
COc1cccc(-c2cc(NC(C)=O)c3ncc(-c4cccc(C(C)=O)c4)n3c2)c1	2
CCNC(=O)C1CCCN(C(=O)c2cccc(OC(F)(F)F)c2)CC1 (stereo not drawn)	-2
COc1ccccc1-c1csc(C(C)(O)c2ccccc2)n1 (stereo not drawn)	-2
CC1(C(=O)NS(=O)(=O)C2CC2)CCN(C(=O)c2cccc(OC(F)(F)F)c2)C1 (stereo not drawn)	-17
CC1(C(=O)Nc2ccccc2)CCN1C(=O)C1(c2ccccc2)CC1 (stereo not drawn)	-6
CN1CCCc2nc(-c3ccccc3)ccc21	2
Cc1ccc(NC(=O)C(C)N2CCCc3ccccc32)cc1S(=O)(=O)N1CCOCC1 (stereo not drawn)	-1
CCCNC(=O)C1CC(=O)N(c2ccc(OCc3ccccc3)cc2)C1 (stereo not drawn)	12
CCCCN(C(=O)CC1CCCC1)c1c(N)n(Cc2ccccc2)c(=O)[nH]c1=O	-1
FC(F)(F)c1cnc(NNC(=S)Nc2ccccc2)c(Cl)c1	8
COc1cccc(CNC(=O)CCCN2C(=O)COc3ccc(C)cc32)c1OC	-2
